Source: PubChem BioAssay (several laboratories)
FAK blocker = inhibitors of human focal adhesion kinase. Q05397. biochemical FAK kinase activity assay. AID 727. inhibition, %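 (tested at 7 µM)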. actives 0.84% (n = 97,000); in the data active = inhibition above about 19%;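 also: 0% = DMSO and 100% = reference compound high control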
CD11b adhes inh = CD11b/CD18-fibrinogen binding inhibition | P05107+P11215 | K562 CD11b/CD18 adhesion to fibrinogen, ATPlite luminescence; Mn2+ added to activate the integrin | inhibition, % at 10 µM | AID 1497 | actives 0.54% (n = 93,000);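 active = primary inhibition of 50% or more at 10 µM, then 40% or more on retest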; also: some results filed as inactive read as strong as hits
Mac1 fbg enh = CD11b/CD18-fibrinogen binding enhancement; P05107+P11215; K562 CD11b/CD18 adhesion to fibrinogen, ATPlite luminescence; actives 0.07% (n = 93,000); activation, % at 10 µM;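 active = 10 µM primary screen giving 50% or more activity, confirmed by 40% or more on retest at that dose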; also: strong numbers were not always called active; reference of the scale not given here
MT1-MMP txn act = activates MT1-MMP transcription; HT1080 MT1-MMP promoter luciferase reporter, luminescence, overnight; active compounds read high; activation factor at 10 µM; actives 0.16% (n = 86,000);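 active = activation factor of at least 2 for MT1-MMP transcription at 10 µM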
Ecoli WT expand = E. coli BW25113 growth inhibition, expanded screen; OD600 absorbance; growth inhibition, % at 100 µM; actives 0.15% (n = 98,000); AID 710;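 active = growth inhibition above about 50% at one test dose, limit read from the data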;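 also: growth measured after 20 h incubation at 37 °C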
ERa SRC1 pot = ER-alpha (human) coactivator binding potentiation; TR-FRET ERalpha-LBD/SRC-Cy5 coactivator binding, 2 h; 100 = basal binding, no effect; coactivator binding (% of control), % at 25.6 µM; actives 1.3% (n = 86,000); AID 639; in the data active = activity above about 200%;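 also: binding measured in presence of low estradiol as agonist stimulus; 0% = peptide alone without receptor and 100% = receptor with peptide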
Target sequence (P03372 whole entry, looked up, the tested form may be a part): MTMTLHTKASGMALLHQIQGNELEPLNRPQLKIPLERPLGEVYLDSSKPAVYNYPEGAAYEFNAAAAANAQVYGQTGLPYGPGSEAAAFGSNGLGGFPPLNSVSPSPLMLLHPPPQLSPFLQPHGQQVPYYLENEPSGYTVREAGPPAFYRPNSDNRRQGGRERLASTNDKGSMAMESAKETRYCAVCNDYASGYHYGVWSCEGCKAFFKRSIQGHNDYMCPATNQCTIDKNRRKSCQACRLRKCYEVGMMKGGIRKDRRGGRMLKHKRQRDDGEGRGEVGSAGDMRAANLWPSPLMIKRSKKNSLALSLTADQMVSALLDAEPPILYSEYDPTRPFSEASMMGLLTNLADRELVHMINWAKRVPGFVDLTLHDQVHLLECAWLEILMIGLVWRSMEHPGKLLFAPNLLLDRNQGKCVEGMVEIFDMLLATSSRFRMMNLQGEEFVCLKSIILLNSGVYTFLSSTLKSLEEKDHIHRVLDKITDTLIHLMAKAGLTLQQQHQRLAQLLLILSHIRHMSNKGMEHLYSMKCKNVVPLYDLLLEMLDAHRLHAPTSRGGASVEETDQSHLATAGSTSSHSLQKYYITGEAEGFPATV
ERb coact inh = ER-beta (human) coactivator binding inhibition; Q92731; TR-FRET ER-beta LBD / SRC1-Cy5 peptide binding; receptor agonist-loaded with 1 µM estradiol; inhibition, % at 25.6 µM; actives 1.3% (n = 86,000); AID 633;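 active = compounds whose percent inhibition of the receptor-coactivator binding signal exceeds about 50% in the single-dose screen, limit read from the data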;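 also: 0% = receptor plus peptide wells without compound and 100% = peptide-only wells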
PLAP act = activators of human placental alkaline phosphatase | actives 1.2% (n = 96,000) | AID 696 | activation fold at 20 µM | purified PLAP enzyme, luminescent substrate read-out; active compounds read high | P05187; in the data active = activation fold above about 2
Target sequence (P05187 whole entry, looked up): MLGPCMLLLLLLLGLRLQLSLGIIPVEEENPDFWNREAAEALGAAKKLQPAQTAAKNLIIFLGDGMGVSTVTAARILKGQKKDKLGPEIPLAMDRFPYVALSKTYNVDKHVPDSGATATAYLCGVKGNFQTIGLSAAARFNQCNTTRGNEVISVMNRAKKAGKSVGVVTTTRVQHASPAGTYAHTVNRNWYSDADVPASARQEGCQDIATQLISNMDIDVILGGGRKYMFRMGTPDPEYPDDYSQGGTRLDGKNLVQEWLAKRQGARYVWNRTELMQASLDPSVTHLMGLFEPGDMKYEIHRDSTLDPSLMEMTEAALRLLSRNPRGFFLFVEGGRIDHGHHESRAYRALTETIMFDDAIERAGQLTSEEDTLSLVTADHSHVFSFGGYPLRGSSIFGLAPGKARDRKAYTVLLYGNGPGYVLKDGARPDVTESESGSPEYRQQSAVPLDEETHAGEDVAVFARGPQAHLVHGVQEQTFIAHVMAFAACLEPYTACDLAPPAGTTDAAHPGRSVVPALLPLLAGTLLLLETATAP
ERa coact inh = blocks coactivator binding to human estrogen receptor alpha; P03372; AID 629; TR-FRET ER-alpha LBD / SRC-1 peptide, estradiol-bound; inhibition, % at 25.6 µM; actives 1.7% (n = 86,000); in the data active = inhibition above about 50%;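 also: 0% = receptor plus peptide control and 100% = peptide only without receptor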
Starred values were filed as active, the others as inactive; · = not tested or not shown; [ ] = another dose, or the depositor's remark.

SMILES	FAK blocker	CD11b adhes inh	Mac1 fbg enh	MT1-MMP txn act	Ecoli WT expand	ERa SRC1 pot	ERb coact inh	PLAP act	ERa coact inh
COc1ccc(-c2ccc(C#N)c(SCC(=O)Nc3sc4c(c3C#N)CCC4)n2)cc1	0	·	·	1.1	-15	159	8	1	1
CCOC(=O)C1CCN(S(=O)(=O)c2ccc(C)cc2)CC1	-1	-30	-2	1.2	-4	112	-6	1.3	4[fluorescence artefact?]
O=C(c1cnccn1)N(c1ccccc1)C1(C(=O)NC2CCCCC2)CCCCC1	-11	-8	-6	1.2	3	102	-5[fluorescence artefact?]	1.3	6[fluorescence artefact?]
Cc1cc(NC(=O)/C=C/c2ccccc2)no1	-2	-29	-4	1.6	-5	104	-12	0.7	0
CCOC(=O)c1ccccc1NC(=O)c1cn(CC)c2nc(C)ccc2c1=O	·	·	·	1	·	122[fluorescence artefact?]	12	·	7[fluorescence artefact?]
Cc1cc2c(c(SCC(=O)N(C)c3ccccc3)n1)C(=O)OC2	1	·	·	1.1	4	114	-15	1	-11
Cc1cccc(NC(=O)C2CC(=O)n3cnnc3S2)c1 (stereo unspecified)	-1	11	2	1.1	1	77[fluorescence artefact?]	-19	0.9	-14
COc1ccc(-c2cc(C(=O)N3CCCc4ccccc43)no2)cc1OC	1	13	-3	1.3	-12	113	3	1.1	-12
COc1ccc(NC(=O)COC(=O)c2c3c(nc4ccccc24)CCCC3)cc1Cl	4	21	-6	·	-16	·	·	1.2	·
CC(C)Cc1nc(N2CCOCC2)c(C#N)c2c1CCC2	-2	-4	1	1.2	12	90	6	1.2	-7
O=C1c2ccccc2C(=O)N1CCc1ccccn1	0	3	0	1.1	2	104	-7	0.9	-30
COc1ccc(CNC(=O)Cn2nc(-c3ccc4c(c3)OCCO4)ccc2=O)cc1	1	-9	-1	·	-1	·	·	0.9	·
CC(C)CCn1c(SCC(N)=O)nc2c1c(=O)n(C)c(=O)n2C	4	3	7	1.1	6	92	1	1.2	9[fluorescence artefact?]
COc1cc(Cl)c(C)cc1NC(=O)CSc1nc2ccccc2o1	4	·	·	1.1	-11	·	·	1	·
CCOCCn1c(SCC)nc2c1c(=O)[nH]c(=O)n2C	2	·	·	1	2	103	-3	·	9
CC(C)NCCOCCSc1ccc(Cl)cc1	-2	7	1	·	4	·	·	0.9	·
Cc1ccc(C(=O)N2c3ccc(F)cc3CCC2C)o1 (stereo unspecified)	3	-10	6	1	-5	99	4	1.1	2
Cc1ccc(N2CC(C(=O)Nc3cccnc3)CC2=O)cc1 (stereo unspecified)	5	-16	-1	1.1	20	112	-1[fluorescence artefact?]	1.3	0[fluorescence artefact?]
O=C1CN(c2ccccc2Cl)C(=O)CN1c1ccccc1Cl	0	-9	-2	0.9	-3	113	-3[fluorescence artefact?]	0.9	1
C=CCn1c(C)cc(C(=O)CSc2nnc3c(Cl)cc(Cl)cn23)c1C	-1	-8	-3	1.5	3	94	-10	1.2	-4
CCC(C)(C)n1nnnc1C(c1ccc2ncccc2c1)N1CCCC(C)C1 (stereo unspecified)	0	·	·	1.3	·	96	2	·	-10
COC(=O)C1=C(C)Nc2nc(-c3ccccc3)nn2C1c1ccc(C)o1 (stereo unspecified)	4	-13	1	1	3	113	-5	0.8	-6
COc1cc(NS(=O)(=O)c2ccc(NC(C)=O)cc2)cc(OC)c1	-1	38	-7	1	11	114	4	1.4	17
O=C(CN1CCOc2ccccc21)NC1CC1	-2	·	·	1.2	·	162	-2	·	-3
COCc1cc(=O)[nH]c2cc(NC(=O)C(F)(F)F)c(C)cc12	-2	-10	3	·	0	·	·	1	·
Next section
SMILES	FAK blocker	CD11b adhes inh	Mac1 fbg enh	MT1-MMP txn act	Ecoli WT expand	ERa SRC1 pot	ERb coact inh	PLAP act	ERa coact inh
CCN(CC)C(=O)C1CCN(S(=O)(=O)c2ccc(C3CNC(=O)C3)cc2)CC1 (stereo unspecified)	0	0	-4	1.2	-3	·	·	1.1	·
COCCSc1ccccc1C(=O)Nc1cccnc1	0	-7	-2	1	5	68	-12	0.8	1
COc1cccc(-c2nnc(SCC(=O)N3CCOCC3)o2)c1	0	-5	1	1.6	3	88	0	1	-2
CC(Oc1ccc(Cl)cc1Cl)C(=O)NC1CCSC1=O (stereo unspecified)	0	-3	0	1.1	1	97	-1	1.3	-5
CCN(CC)S(=O)(=O)c1ccc(S(=O)(=O)Nc2ccc3c(c2)oc2ccccc23)cc1	1	96	-5	0.9	-5	109	2	1.8	0
CCOC(=O)C(C(C)=O)C(c1ccc(OC)cc1)C(C(C)=O)C(=O)OCC (stereo unspecified)	10	-24	6	1.2	-4	·	·	0.9	·
Cc1ccc2c(c1)-c1c(ssc1=S)C(C)(C)N2C(=O)CSc1nncn1C	0	6	3	1.2	7	99	0	1.1	-14[fluorescence artefact?]
CCCC(C(=O)NCc1ccc(OC)cc1)N(Cc1ccco1)C(=O)c1snc(C(N)=O)c1N (stereo unspecified)	1	-3	-2	1.1	-9	105	-5	1.5	-2
Cc1ccc(OCCCC(=O)Nc2nncs2)cc1	-4	-6	-2	1	1	106	-8	1.2	-2
CCOc1nc(-c2ccc(Cl)cc2Cl)ccc1C#N	2	-10	1	·	0	·	·	0.9	·
CCN1N=C(c2ccccc2)Cn2c1nc1ccccc12	0	18	-1	1.3	-8	94	-2	1.7	5[fluorescence artefact?]
CCN(CC)Cc1cc(C(C)=O)ccc1OCC(C)C	2	-6	-2	1.2	-3	113	-11	1.8	-6
CC1(C)CC2CC(C)(CN2C(=O)COC(=O)c2ccc(Cl)c(N)c2)C1 (stereo unspecified)	-1	-5	-3	1.1	-7	99	-6	0.9	13
CCc1ccc(NC(=O)C2CCN(S(C)(=O)=O)CC2)cc1	-4	-30	0	1.1	0	107	4	0.9	-5
COc1ccc(CCn2c(=N)c(C(=O)NCc3ccco3)cc3c(=O)n4ccccc4nc32)cc1	6	·	·	0.9	-3	·	·	1.2	·
CN1CCN(S(=O)(=O)c2ccc3c4c(cccc24)C(=O)N3)CC1	12	-11	-1	1	11	148	-10	0.8	26[fluorescence artefact?]
COC(=O)C1=C(C(=O)c2ccc(C)cc2)C(c2ccccc2)n2nnnc2N1 (stereo unspecified)	-4	·	·	1.1	1	99	-1	1	-4
COc1cccc(-c2cc(C(=O)N3CCN(C(c4ccccc4)c4ccccc4)CC3)no2)c1	-5	4	-2	1.1	-14	120[fluorescence artefact?]	-5	0.8	2
COc1ccccc1NC(=O)c1ccc(CN2CCOCC2)cc1	·	57	-2	1.2	-4	124	-7[fluorescence artefact?]	1.3	3
Cc1cc(OC(=O)c2cc(Cl)nc3ccccc23)ccc1Cl	2	10	5	·	-10	·	·	0.9	·
CS(=O)(=O)N1CCC(C(=O)NCc2ccco2)CC1	0	6	-4	1.1	2	59[fluorescence artefact?]	29	1.1	29
O=C(NN=C1CCCCCCC1)c1ccccn1	0	6	-5	1.4	10	116	9	1.3	-7
Cc1cccc(Nc2ncnc3ccccc23)c1	2	-29	-1	1.3	15	·	·	0.9	·
Cc1c(N2C(=O)/C(=C\c3cccc4ccccc34)SC2=S)c(=O)n(-c2ccccc2)n1C	3	-44	0	·	-8	·	·	1.7	·
O=S(=O)(c1cc(Cl)ccc1Cl)N1CCCC1	-1	-40	-3	·	0	102	1	1	6

7 compounds already listed, sorted by the value under Mac1 fbg enh, largest number first.
compound	Mac1 fbg enh
Cc1cc(OC(=O)c2cc(Cl)nc3ccccc23)ccc1Cl	5
Cc1ccc2c(c1)-c1c(ssc1=S)C(C)(C)N2C(=O)CSc1nncn1C	3
COc1cccc(-c2nnc(SCC(=O)N3CCOCC3)o2)c1	1
Cc1c(N2C(=O)/C(=C\c3cccc4ccccc34)SC2=S)c(=O)n(-c2ccccc2)n1C	0
Cc1cccc(Nc2ncnc3ccccc23)c1	-1
COCCSc1ccccc1C(=O)Nc1cccnc1	-2
CCN(CC)C(=O)C1CCN(S(=O)(=O)c2ccc(C3CNC(=O)C3)cc2)CC1 (stereo unspecified)	-4

Remaining list, next part.
SMILES	FAK blocker	CD11b adhes inh	Mac1 fbg enh	MT1-MMP txn act	Ecoli WT expand	ERa SRC1 pot	ERb coact inh	PLAP act	ERa coact inh
CCOC(=O)CN1C(=N)N(c2nc(NC(C)C)nc(NC(C)C)n2)CC1=O	1	·	·	1.2	·	105	-4	·	-3[fluorescence artefact?]
O=C(c1cc(-c2ccco2)on1)N1CCc2ccccc2C1	11	5	0	1.1	4	91[fluorescence artefact?]	51*	1.1	58*
COc1cc(/C=N/NC(=O)Nc2cccc3nsnc23)cc(OC)c1OC	2	-6	4	·	-13	·	·	0.8	·
O=S(=O)(NCCSc1nnnn1-c1ccccc1)c1cccs1	1	-38	-1	1.3	3	94	3	0.9	0
COC(=O)c1cc(NC2c3ccccc3C(=O)N2Cc2ccco2)cc(C(=O)OC)c1 (stereo unspecified)	8	-2	1	·	-5	·	·	0.9	·
COc1ccc(/C=C/C(=O)c2ccc3c(c2)OCCO3)cc1[N+](=O)[O-]	7	20	-1	·	-8	·	·	0.9	·
CC(C)OCP(=O)(c1ccccc1)c1ccccc1	-1	-8	-2	1.1	6	100	-2	0.9	0
COc1ccc(Br)cc1CNCCSc1nnnn1C	-3	-4	0	1.2	-1	107	-6	1.1	1
O=C(Nc1ccc(N2CCOCC2)cc1)C1CCCN(S(=O)(=O)c2cccc(C(F)(F)F)c2)C1 (stereo unspecified)	2	12	10	1	-2	104	85*[fluorescence artefact?]	1	-4[fluorescence artefact?]
Oc1ccc(Cl)cc1C1=NCCNC(C(F)(F)C(F)F)=C1	2	-10	2	1.1	0	124	1[fluorescence artefact?]	0.8	6[fluorescence artefact?]
CCC(C)C(NC(=O)C1CCC(C)CC1)C(=O)NC(CCSC)C(=O)OC (stereo unspecified)	2	8	0	·	9	118	-8	1	-3
CC(C)C(O)P(=O)(OCc1ccccc1)c1ccc(N(C)C)cc1 (stereo unspecified)	-6	2	-6	1	3	51[fluorescence artefact?]	16[fluorescence artefact?]	1.2	52*[fluorescence artefact?]
CCCc1cc(N2CCCC(C(=O)Nc3ccc(OC)cc3OC)C2)n2ncnc2n1 (stereo unspecified)	1	-2	-4	1.5	2	109	-11	1.3	3
CCn1c(Cc2cccs2)nnc1SCC(=O)Nc1ccc(OC)c(OC)c1	-3	-13	4	1	1	100	-2[fluorescence artefact?]	0.6	2[fluorescence artefact?]
CC(=O)c1ccc(OCC(O)CN2CCOCC2)cc1 (stereo unspecified)	2	-6	1	1.2	2	134	3	1	-1
COc1cccc(-c2cc(C(F)(F)F)nc(N3CCOCC3)n2)c1	3	-5	4	1	-2	90	-1	1	1
CCOc1ccc(NC(=O)CSc2nnc(Cn3c(=O)sc4ccccc43)n2C)cc1	·	·	·	1	-5	98	11	·	6
O=S1(=O)CC(O)C(N2CCCCC2)C1 (stereo unspecified)	-2	·	·	1	·	115	0	·	5
CN1C(=O)CC(C(=O)O)SC1=Nc1cccc(C(F)(F)F)c1 (stereo unspecified)	-2	·	·	1.1	6	133	-2[fluorescence artefact?]	·	9
CC(C)OC(=O)CSc1nnc(-c2ccccc2)n1N	0	6	-4	1.1	10	89	1	0.9	-4
COc1cc(/C=N/NC(=O)c2cnn3c(C)cc(-c4ccccc4)nc23)ccc1O	0	3	2	·	-18	·	·	1.1	·
O=c1c2c3c(sc2nc2sc(CN4CCCCC4)cn12)CCCC3	-1	3	-2	1.3	-4	268*[fluorescence artefact?]	29[fluorescence artefact?]	1.1	51*[fluorescence artefact?]
CC1(C)CC(=O)C=C(NCCN2CCN(C(=O)Nc3ccc(Cl)c(Cl)c3)CC2)C1	-3	22	-6	1.2	14	100	5	1.8	-4
O=C(CC1CCCCC1)NCC1CCCO1 (stereo unspecified)	0	8	1	1.1	7	108[fluorescence artefact?]	0	1	-6

Shown as a hit in ERb coact inh (from the list above):
Molecule | FAK blocker | CD11b adhes inh | Mac1 fbg enh | MT1-MMP txn act | ERa SRC1 pot | ERb coact inh | PLAP act | ERa coact inh
O=C(c1cc(-c2ccco2)on1)N1CCc2ccccc2C1 | 11 | 5 | 0 | 1.1 | 91[fluorescence artefact?] | 51* | 1.1 | 58*
O=C(Nc1ccc(N2CCOCC2)cc1)C1CCCN(S(=O)(=O)c2cccc(C(F)(F)F)c2)C1 (stereo unspecified) | 2 | 12 | 10 | 1 | 104 | 85*[fluorescence artefact?] | 1 | -4[fluorescence artefact?]
